# High-throughput results as filed in PubChem.
# Tau fibril ThT – blocks human tau fibril formation measured by thioflavin T. P10636. recombinant tau K18 P301L (four-repeat tau fragment), heparin-induced fibrillization, ThT fluorescence. Potency, µM (top dose mostly 57.4 µM), without a hit: at the top dose activity, negative = inhibition, actives largely listed as inhibitors. hit rate 2.1% among 270,000. AID 1460; also: nearly all actives have a fitted effect of over 55% in size
# Target sequence (P10636 561-689 P618L limits assumed): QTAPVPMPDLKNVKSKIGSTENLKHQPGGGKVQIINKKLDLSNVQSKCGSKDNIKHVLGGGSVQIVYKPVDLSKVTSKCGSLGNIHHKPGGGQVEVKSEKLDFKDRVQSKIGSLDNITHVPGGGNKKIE
#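 Aggregation was driven by heparin (20 uM final) acting on recombinant tau […] bearing P301L in 100 mM sodium acetate pH 7; fibrils were detected with Thioflavin T.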
# RECQ1 inh – RECQ1 (human) helicase inhibition; hit rate 0.54% among 240,000; Potency, µM (series often up to 57.3 µM), inactives show top-dose activity, negative = inhibition, hits mostly inhibitors; P46063; RECQ1 DNA unwinding, red fluorescence kinetic read; AID 2549;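 also: plate controls were vehicle for no effect and no enzyme for full effect; nearly all actives have a fitted effect of over 30% in size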
#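 50 nM RECQ1T1 preincubated 15 min with compound in Tris pH 8.0 buffer with MgCl2, DTT, Tween-20 and 2.5 ug/ml poly(dI-dC); started with 200 nM TAMRA/BHQ-2 forked duplex and 2 mM ATP. Unwinding read as fluorescence (525/598 nm), two reads 2 h apart.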
# TexasRed fluor – alters Texas Red total fluorescence, flagging assay interference. TRb/SRC2 Texas Red total fluorescence interference. Potency, µM (doses to about 106 µM), for the others: at the highest dose fluorescence change, negative = quenching. hit rate 0.29% among 280,000. AID 1479; active = well fitted curve in either direction with a large enough effect; inconclusive = small, poorly fitted or top-dose-only effect
#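 Human TRβ ligand-binding domain (0.6 uM) and Texas Red SRC2 peptide (20 nM) in Tris buffer with 1 uM T3 and 5% DMSO were incubated with pinned compound for 5 hr at ambient temperature. Total fluorescence was computed as S + 2P (555/632 nm).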
# JMJD2E inh – JMJD2E (human) inhibition; B2RXH2; JMJD2E catalytic domain, FDH-coupled NADH fluorescence (FDH is formaldehyde dehydrogenase); Potency, µM (titrated, usually from 57.1 µM), without a hit: at the top dose activity change, negative = inhibition, most hits filed as inhibitors; hit rate 1.6% among 230,000; active = well fitted inhibition curve with a large enough effect, not every such curve was filed as active; inconclusive = small, poorly fitted or top-dose-only effect, or another doubt; inactive = no such curve, though single readings can be large or run the other way;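 also: 0% = wells with enzyme and -100% = buffer wells without enzyme; nearly all actives have a fitted effect of over 50% in size; many of its hits are not listed in these tables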
# Target sequence (B2RXH2 1-337 limits assumed): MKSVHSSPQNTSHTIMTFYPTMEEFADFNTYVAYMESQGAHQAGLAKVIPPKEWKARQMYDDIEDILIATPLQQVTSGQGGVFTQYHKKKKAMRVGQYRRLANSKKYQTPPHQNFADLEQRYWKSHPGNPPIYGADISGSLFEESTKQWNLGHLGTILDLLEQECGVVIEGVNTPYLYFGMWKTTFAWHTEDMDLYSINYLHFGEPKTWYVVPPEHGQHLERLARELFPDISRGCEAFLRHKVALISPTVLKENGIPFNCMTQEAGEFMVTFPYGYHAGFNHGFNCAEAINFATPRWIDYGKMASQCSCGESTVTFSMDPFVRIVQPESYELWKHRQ
# Tau fibril FP – tau fibrillization inhibition (FP) | hit rate 0.39% among 280,000 | AID 1468 | Potency, µM (titrated, usually from 57.7 µM), for the others: top-dose activity, negative = inhibition, hits mostly inhibitors | K18 P301L tau heparin fibrillization, Alexa594 FP, 6 h | P10636; also: nearly all actives have a fitted effect of over 55% in size
#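 Recombinant K18 P301L […], labeled with Alexa 594 at 0.24 uM over 15 uM unlabeled; heparin inducer 20 uM final; 37 C, 6 hr; FP endpoint.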
# L3MBTL1 inh – inhibitors of human L3MBTL1 | Q9Y468 | AlphaScreen L3MBTL1–H3K9me1 peptide binding | Potency, µM (doses to about 57.1 µM), for the others: top-dose activity, negative = inhibition, usual class: inhibitors | hit rate 0.66% among 230,000; also: nearly all actives have a fitted effect of over 60% in size
#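 AlphaScreen assay: L3MBTL1 (50 nM final) was preincubated 30 min at room temperature with biotinylated H3(1-15)K9me1 peptide (75 nM final), then 30 min with library compounds; streptavidin donor and nickel chelate acceptor beads (10 ug/mL final) added, 30 min dark.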
# GoLoco inh red – inhibitors of human Gai1-RGS12 GoLoco interaction (red fluorophore). P63096. Gai1:RGS12 GoLoco peptide FP, rhodamine, 10 min. Potency, µM (doses to about 61.6 µM), inactives show top-dose activity, negative = inhibition, most hits filed as inhibitors. hit rate 0.44% among 230,000. AID 880; active = well fitted inhibition curve with a large enough effect, not every such curve was filed as active; inactive = no such curve, though single readings can be large or run the other way; also: nearly all actives have a fitted effect of over 30% in size; many of its hits are not listed in these tables
# TRb SRC2 PPI – inhibitors of human thyroid hormone receptor beta-SRC2 interaction; P10828; TRbeta-SRC2 peptide binding, fluorescence polarization; receptor liganded with 1 µM T3; Potency, µM (titrated, usually from 106 µM), inactives show top-dose activity change, negative = inhibition, usual class: inhibitors; hit rate 0.065% among 280,000;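 also: plate controls were bound peptide for no effect and peptide without receptor for full effect; nearly all actives have a fitted effect of over 50% in size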
# Target sequence (P10828 whole entry, looked up): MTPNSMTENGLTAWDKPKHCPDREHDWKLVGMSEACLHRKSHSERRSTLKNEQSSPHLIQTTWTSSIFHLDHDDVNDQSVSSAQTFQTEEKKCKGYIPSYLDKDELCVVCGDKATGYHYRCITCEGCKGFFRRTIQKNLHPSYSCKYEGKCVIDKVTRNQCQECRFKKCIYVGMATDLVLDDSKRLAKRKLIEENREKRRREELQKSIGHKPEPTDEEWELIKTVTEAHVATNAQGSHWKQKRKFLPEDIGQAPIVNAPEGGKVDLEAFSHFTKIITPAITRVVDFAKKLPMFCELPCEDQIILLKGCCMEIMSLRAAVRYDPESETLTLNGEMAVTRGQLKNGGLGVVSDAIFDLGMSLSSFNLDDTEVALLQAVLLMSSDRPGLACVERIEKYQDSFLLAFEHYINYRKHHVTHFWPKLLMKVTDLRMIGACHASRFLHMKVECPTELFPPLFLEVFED
#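 Fluorescence polarization of 20 nM Texas Red SRC2 peptide with 0.6 uM human TRb ligand-binding domain, in Tris buffer with 1uM T3 and 5% DMSO. Incubated 5 hr ambient; normalized to unbound and bound controls.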
# Numbers without * were called inactive; i = inactive; ? = inconclusive; · = no result given; [ ] = another dose, or the depositor's remark. Unless noted, calls follow the shape of the dose curve; as a rule, active = well fitted curve in the direction sought with a large enough effect; inconclusive = small, poorly fitted or top-dose-only effect, or another doubt; inactive = no such curve, though single readings can be large; an effect the other way counts as inactive or inconclusive. Unless noted, % is scaled to controls: 0 for no effect and ±100 for the full control effect; potency is read from the fitted curve at half-maximal effect. These rows are one share of the data; rates above refer to the full screens.
SMILES,Tau fibril ThT,Tau fibril FP,JMJD2E inh,TexasRed fluor,GoLoco inh red,L3MBTL1 inh,TRb SRC2 PPI,RECQ1 inh
Cc1cccc(C(=O)N2CCN(C(=O)c3cccc(C)c3)C(C)C2)c1 (centres undefined),-6%,-2%,-5%,0%,2%,?,1%,-4%
O=C1c2ccccc2C(=O)N1CCSc1ccccc1,-6%,-5%,-1%,0%,14%,·,9%,-1%
COc1ccc(N(Cc2cc3cccc(C)c3[nH]c2=O)C(=O)C2CCCO2)cc1 (centres undefined),-11%,-2%,4%,1%,7%,-21%,7%,0%
COc1ccccc1OCc1csc(NC(=O)c2ccco2)n1,-12%,-5%,10%,-3%,3%,1%,0%,-2%
Cc1cc(OC(=O)c2ccc(Cl)cc2)cc(=O)n1C,?,2%,7%,1%,4%,0%,4%,-14%
CCc1cc2c(SCC(=O)Nc3cc(C)on3)ncnc2s1,1%,0%,-7%,-3%,9%,-4%,0%,2%
CCOc1ncccc1C(=O)Nc1cccc(-c2nc3cccnc3s2)c1,·,-7%,42%[activator],2%,10%,·,4%,-2%
Cc1ccc2c(c1)C1(C(=O)N2)N2CCCC2C(C(=O)c2ccc3ccccc3c2)C12C(=O)Nc1ccccc12 (centres undefined),?,0%,-19%,-2%,2%,·,3%,-11%
O=CNC(n1cnc2c(N3CCOCC3)ncnc21)C(Cl)(Cl)Cl (centres undefined),·,6%,15%,2%,4%,·,1%,-5%
Cc1cc(OCC(=O)c2ccc(C(F)(F)F)cc2)n2cnnc2n1,-6%,10%,0%,-1%,-3%,4%,3%,7%
CCOC(=O)CSc1nc(N)c(C#N)c(-c2ccc(OC)cc2)c1C#N,-3%,?,?,4%,·,0%,-10%,-4%
O=C(Nc1ccc(S(=O)(=O)Nc2nccs2)cc1)c1ccc(F)c(S(=O)(=O)N2CCOCC2)c1,2%,3%,-2%,-1%,13%,0%,3%,-14%
COC(=O)c1ccsc1NC(=O)CN1C(=O)CCC1=O,2%,-5%,3%,4%,-2%,·,9%,i
O=C(O)CSCC(=O)Nc1ccc(Cl)cc1C(F)(F)F,4%,0%,-3%,0%,11%,3%,2%,i
COc1ccc2c(C(=O)CN3CCSCC3)c[nH]c2c1,?,1%,?,0%,61%[activator],-5%,3%,-1%
CCc1nc(N[C@@H](Cc2c[nH]c3ccccc23)C(=O)O)c2oc3ccccc3c2n1,?,7%,2%,-2%,4%,·,5%,i
CCCCOc1ccc(N2CC(C(=O)NCCc3ccc(OC)c(OC)c3)CC2=O)cc1 (centres undefined),-13%,3%,3%,0%,-7%,·,-10%,-1%
CCOC(=O)C(C(=O)OCC)C(C[N+](=O)[O-])c1ccccc1 (centres undefined),-16%,-1%,0%,-4%,3%,·,-1%,-8%
N#CNC(=Nc1cccc(F)c1)SCc1ccccc1,-4%,-7%,-3%,0%,3%,13%,-9%,-2%
Cc1cc(=O)[nH]c(SCc2nnc(-c3ccccc3)o2)n1,-4%,2%,-6%,-1%,-8%,·,-2%,i
COc1ccc(CCNC(=O)Cc2cc(OCc3ccccc3)c(OC)cc2[N+](=O)[O-])cc1OC,-6%,7%,-4%,0%,12%,-7%,-1%,-2%
COCCn1c(SCC(=O)N2CCCc3ccccc32)nc2cccnc21,-19%,7%,8%,-1%,7%,·,-12%,-7%
O=C(O)Cc1ccc(C(=O)CSc2ccccc2)s1,?,-14%,-6%,-7%,-4%,?,4%,?
CCCN1C(=O)C(Cc2nc3ccccc3c(=O)n2-c2ccccc2)c2ccccc21 (centres undefined),-10%,2%,8%,1%,2%,0%,6%,-6%
CCOC(=O)COn1c(=O)c(-c2ccco2)[n+]([O-])c2ccccc21,-10%,-7%,-2%,2%,·,?,5%,-6%

# An excerpt of these results, with values under each structure:
# The line under a structure holds: Tau fibril ThT | Tau fibril FP | JMJD2E inh | TexasRed fluor | GoLoco inh red | L3MBTL1 inh | TRb SRC2 PPI | RECQ1 inh
COc1ccc(CCNC(=O)Cc2cc(OCc3ccccc3)c(OC)cc2[N+](=O)[O-])cc1OC
→ -6% | 7% | -4% | 0% | 12% | -7% | -1% | -2%
COCCn1c(SCC(=O)N2CCCc3ccccc32)nc2cccnc21
→ -19% | 7% | 8% | -1% | 7% | · | -12% | -7%

# (more compounds)
SMILES,Tau fibril ThT,Tau fibril FP,JMJD2E inh,TexasRed fluor,GoLoco inh red,L3MBTL1 inh,TRb SRC2 PPI,RECQ1 inh
COc1cccc(OCCSc2nc3ccccc3n2CC(=O)N2CCOCC2)c1,?,4%,·,1%,·,·,-3%,·
CCOc1ccc(NC(=O)C(C)Sc2nnc3cc(C)c4ccccc4n23)cc1 (centres undefined),-13%,12%,·,0%,·,·,-4%,·
COc1cccc(N2CC(NC(=O)/C=C\c3ccccc3)CC2=O)c1 (centres undefined),1%,-10%,·,-1%,·,·,-1%,·
CC(=O)c1ccc(N2CCN(C(=O)Nc3ccc(F)cc3)CC2)cc1,-11%,-3%,3%,1%,2%,-21%,-1%,-11%
Cc1ccc(C(=O)/C=C/Nc2cccc([N+](=O)[O-])c2)o1,14µM*,1%,-7%,-6%,-15%,-1%,-7%,-3%
Cc1nn(-c2ccc(F)cc2F)c2c1-c1nc(N3CCCC3)ncc1CC2,?,-14%,-1%,-4%,·,4%,2%,i
Cc1onc(CO)c1C(=O)Nc1nccs1,-7%,5%,11%,-6%,5%,·,-3%,-4%
Cc1ccc(NC(=O)c2ccc3c(c2)N(CC(=O)N2CCCCC2)C(=O)C(C)(C)O3)cc1,-10%,3%,-4%,-4%,3%,·,1%,i
Cc1cc2nc3n(c2cc1C)CC1CC(C(=O)NCc2ccco2)N(C)C31 (centres undefined),2%,5%,5%,1%,5%,·,4%,3%
NC(=O)c1c(NC(=O)c2cccnc2)sc2c1CCCC2,?,-1%,-4%,1%,12%,·,4%,5%
Cc1cc(C)c(-n2nnnc2SCC(=O)c2cc3ccccc3o2)c(C)c1,·,-15%,-6%,-2%,80%[activator],·,-11%,3%
COc1ccc(CNC(=O)CN(CC2CCCO2)C(=O)CNS(=O)(=O)c2ccc(F)cc2)cc1 (centres undefined),-5%,-11%,4%,3%,2%,3%,5%,i
COc1cccc(NC(=O)COc2c(F)c(F)c(C(F)(F)F)c(F)c2F)c1,1%,-6%,-1%,-2%,-5%,15%,0%,-2%
CCO/C(C)=C1/SC(=S)NC1=O,·,-8%,-11%,0%,35%[activator],·,4%,-1%
Cc1ccc(Nc2c([N+](=O)[O-])c(=O)n(C)c3ccccc23)cc1,?,6%,-6%,-1%,3%,-1%,-2%,-6%
COc1cccc(-c2cn3c(n2)sc2cc(C(=O)NCCc4ccc(OC)c(OC)c4)ccc23)c1,-3%,3%,·,-23%,·,·,3%,·
C[N+](C)(C)CCOc1ccc([N+](=O)[O-])cc1,2%,4%,2%,-5%,-1%,·,-5%,-6%
NC(=O)/N=N/C(N)=O,·,·,·,0%,-26%,·,-3%,-3%
Cc1cc(C)n2nc(CCCO)nc2n1,-6%,1%,-7%,0%,0%,·,1%,-4%
CCN(CC)S(=O)(=O)c1ccc(Cl)c(NC(=O)CSc2cccc[n+]2[O-])c1,-3%,-1%,0%,-4%,2%,-5%,-7%,-8%
COc1ccccc1NC(=O)C1=C(C)Nc2nc(CCCO)nn2C1c1cccnc1 (centres undefined),1%,-5%,-5%,1%,-5%,0%,3%,-7%
Cc1cc(C(=O)NNC(=O)c2ccc(S(=O)(=O)N(C)C)cc2)c(C)o1,6%,0%,9%,-2%[53 µM],1%,-3%,-5%[53 µM],-4%
O=C1CC(c2ccc3c(c2)OCO3)c2cc(O)ccc2O1 (centres undefined),?,1%[81.3 µM],·,-5%,-2%[88.7 µM],·,2%,-19%[81.1 µM]
Cc1cccc(NC(=O)CCNC(=O)c2ccco2)c1C,-1%,2%,14%,-6%,9%,0%,5%,i
Cn1ccnc1Sc1ccc(C(N)=O)cc1[N+](=O)[O-],2%,-2%,-6%,0%,4%,21%,7%,-6%
CCOC(=O)c1oc2c(c1C)-c1nn(Cc3ccc(Cl)cc3)cc1CC2,?,-4%,·,-1%,·,·,2%,·
CC(C)C(NS(=O)(=O)c1cccc2cccnc12)C(=O)Nc1ccc(OC(F)(F)F)cc1 (centres undefined),-13%,-13%,·,-3%,·,·,-2%,·
COc1ccccc1C(=O)N/C(=C/c1ccc(Br)cc1)C(=O)NCC(=O)O,-3%,-1%,-7%,-6%,-1%,-3%,-2%,2%

# Full records, quoted from the list. Order of screens: Tau fibril ThT | Tau fibril FP | JMJD2E inh | TexasRed fluor | GoLoco inh red | L3MBTL1 inh | TRb SRC2 PPI | RECQ1 inh
# Entry for COc1ccc(CNC(=O)CN(CC2CCCO2)C(=O)CNS(=O)(=O)c2ccc(F)cc2)cc1 (centres undefined) = -5% | -11% | 4% | 3% | 2% | 3% | 5% | i
# Entry for NC(=O)c1c(NC(=O)c2cccnc2)sc2c1CCCC2 = ? | -1% | -4% | 1% | 12% | · | 4% | 5%
# Entry for CC(=O)c1ccc(N2CCN(C(=O)Nc3ccc(F)cc3)CC2)cc1 = -11% | -3% | 3% | 1% | 2% | -21% | -1% | -11%
# Entry for CC(C)C(NS(=O)(=O)c1cccc2cccnc12)C(=O)Nc1ccc(OC(F)(F)F)cc1 (centres undefined) = -13% | -13% | · | -3% | · | · | -2% | ·
# Entry for CCO/C(C)=C1/SC(=S)NC1=O = · | -8% | -11% | 0% | 35%[activator] | · | 4% | -1%

# An excerpt of these results, with values under each structure.
# Every second line gives: Tau fibril ThT | Tau fibril FP | JMJD2E inh | TexasRed fluor | GoLoco inh red | L3MBTL1 inh | TRb SRC2 PPI | RECQ1 inh
COc1ccccc1NC(=O)C1=C(C)Nc2nc(CCCO)nn2C1c1cccnc1 (centres undefined)
 : 1% | -5% | -5% | 1% | -5% | 0% | 3% | -7%
Cc1ccc(C(=O)/C=C/Nc2cccc([N+](=O)[O-])c2)o1
 : 14µM* | 1% | -7% | -6% | -15% | -1% | -7% | -3%
